# KB-3-1 cytotox – KB-3-1 parental cell cytotoxicity; Potency, µM (series often up to 46.1 µM), for inactives: top-dose activity change, negative = cytotoxic, most hits filed as cytotoxic; actives 1.4% (n = 400,000); KB-3-1 viability, CellTiter-Glo ATP luminescence, 72 h; also: % is scaled to controls: 0 for no effect and ±100 for the full control effect; nearly all actives have a fitted effect of over 60% in size
#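 Viability of parental KB-3-1 cells, measured by CellTiter-Glo luminescence, followed a 72 h incubation at 37 °C with pinned compounds in phenol-red-free DMEM containing 10% FBS.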
# GLP-1R agonist – agonists of human GLP-1 receptor. P43220. HEK293 GLP-1R CRE-luciferase, luminescence, 4-6 h; cells express a hypersensitive GLP-1R form. Potency, µM (series often up to 45.6 µM), inactives show at the top dose activation, usual class: activators. actives 0.007% (n = 380,000). AID 624172; also: % of control where 0% means no effect
# Target sequence (P43220 whole entry, looked up): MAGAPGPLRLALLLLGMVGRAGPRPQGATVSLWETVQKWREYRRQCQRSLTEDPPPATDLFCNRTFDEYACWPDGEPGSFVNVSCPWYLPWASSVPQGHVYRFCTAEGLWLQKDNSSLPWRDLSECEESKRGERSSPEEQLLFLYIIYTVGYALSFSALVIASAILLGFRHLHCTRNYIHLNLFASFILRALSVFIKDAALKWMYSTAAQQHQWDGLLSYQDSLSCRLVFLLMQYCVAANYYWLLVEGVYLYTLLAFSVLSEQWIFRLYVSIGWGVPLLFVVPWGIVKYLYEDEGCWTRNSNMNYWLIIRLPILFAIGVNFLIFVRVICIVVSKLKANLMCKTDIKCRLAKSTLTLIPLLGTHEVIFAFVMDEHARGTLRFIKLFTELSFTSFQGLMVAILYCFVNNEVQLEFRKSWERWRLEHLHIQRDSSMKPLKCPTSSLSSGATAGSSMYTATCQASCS
# HT1080 IDH1KD tx – HT-1080 IDH1 knockdown cell toxicity (counter line) | HT-1080 IDH1 knockdown viability, ATP luminescence, 48 h | Potency, µM (series often up to 46.1 µM), for inactives: at the highest dose activity, negative = toxicity, hits mostly cytotoxic | actives 2% (n = 360,000) | AID 686971;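 also: 0% = DMSO wells and -100% = cell-free medium wells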
#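 % activity derives from luminescence (CellTiter-Glo), normalised to DMSO and no-cell wells. HT-1080-IDH1KD cells, 750/well, had 48 h compound exposure at 37 °C.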
# TDP43 rescue – TDP-43 toxicity inhibition in yeast; TDP-43 expressing yeast growth rescue, BacTiter-Glo, 24 h; Potency, µM (doses to about 46.1 µM), for the others: at the top dose growth rescue (activation), usual class: activators; actives 1.8% (n = 410,000); AID 652104; also: % of control where 0% means no effect; nearly all actives have a fitted effect of over 50% in size
#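 In this qHTS, compounds that restore growth of yeast expressing TDP-43 appear as activators. Cells (OD600=0.02, galactose medium, raffinose-pregrown) are incubated with compound 24 hr at 30 deg C and growth is quantified by BacTiter-Glo.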
# GLP1R cytotox – cytotoxicity in counter-screen for GLP-1R inverse agonists; HEK293 cAMP-luciferase reporter cells, luminescence, 24 h; Potency, µM (titrated, usually from 38.3 µM), inactives show at the highest dose activity change, negative = inhibition, most hits filed as inhibitors; actives 0.13% (n = 410,000);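 also: loss of luciferase light is scored as toxicity; % is scaled to controls: 0 for no effect and ±100 for the full control effect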
#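 A 23 nL compound transfer followed 12 hours of cell culture at 37 deg C; exposure then lasted 24 hr. Luciferase assay detection reagent was dispensed and plates read for luminescence after a 12 min room-temperature wait.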
# KB-V1 MDR tox – kills drug-selected multidrug resistant KB-V1 cells. KB-V1 MDR cells viability, CellTiter-Glo, 72 h. Potency, µM (highest dose often 46.1 µM), inactives show at the top dose activity change, negative = cytotoxicity, usual class: cytotoxic. actives 3.4% (n = 400,000); also: % is scaled to controls: 0 for no effect and ±100 for the full control effect; nearly all actives have a fitted effect of over 60% in size
#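 In this primary screen, KB-V1 cells overexpressing P-gp are incubated with library compounds (lowest to highest concentration) for 72 h at 37 degrees C before a luminescent ATP viability read.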
# GLP-1R inv ag – acts as inverse agonist at human GLP-1 receptor | HEK293 GLP-1R CRE-luciferase, luminescence, 24 h; GLP-1R form is constitutively active | P43220 | Potency, µM (series often up to 38.3 µM), for inactives: at the top dose activity change, negative = inhibition, hits mostly inhibitors | actives 1.6% (n = 410,000); also: % is scaled to controls: 0 for no effect and ±100 for the full control effect; nearly all actives have a fitted effect of over 55% in size
#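 HEK293 cells stably co-expressing a cAMP-responsive luciferase reporter and constitutively active GLP-1R were seeded, incubated 12 h, then exposed to compounds for 24 h at 37 C. Luminescence was read 12 min after detection reagent; inverse agonists lower signal.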
# HT1080-NT tox – kills 2HG-producing HT-1080-NT fibrosarcoma cells | HT-1080-NT fibrosarcoma viability, CellTiter-Glo ATP luminescence, 48 h | Potency, µM (series often up to 46.1 µM), without a hit: top-dose activity, negative = less viability, actives largely listed as cytotoxic | actives 1.6% (n = 360,000);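 also: NT is the 2HG producing partner of a matched IDH1 knockdown line; 0% = DMSO-treated cells and -100% = media-only wells without cells; nearly all actives have a fitted effect of over 55% in size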
#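 Fibrosarcoma NT cells, 750 per well in 5% FBS RPMI, were exposed to compound for 48 hours. Viability: CellTiter-Glo luminescence.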
# SW480 rerep – induces DNA re-replication in SW480 colon adenocarcinoma cells | SW480 DNA re-replication, Hoechst DNA content imaging, 48 h | Potency, µM (titrated, usually from 46.1 µM), for the others: top-dose re-replication activation, actives largely listed as activators | actives 1.8% (n = 340,000) | AID 624297; also: % of control where 0% means no effect; nearly all actives have a fitted effect of over 55% in size
#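 Hoechst fluorescence of nuclei (405 nm excitation, 500-530 nm emission) measured by plate-scanning imager after 48 hr compound exposure at 37 C; re-replication scored as increased number of nuclei with elevated intensity.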
# An asterisk follows results filed as active; ? = inconclusive; . = no result given; [ ] = remark or other dose. Calls follow the shape of the dose curve; as a rule, active = well fitted curve in the direction sought with a large enough effect; inconclusive = small, poorly fitted or top-dose-only effect, or another doubt; inactive = no such curve, though single readings can be large; an effect the other way counts as inactive or inconclusive. Potency is read from the fitted curve at half-maximal effect.
SMILES,KB-3-1 cytotox,GLP-1R agonist,HT1080 IDH1KD tx,TDP43 rescue,GLP1R cytotox,KB-V1 MDR tox,GLP-1R inv ag,HT1080-NT tox,SW480 rerep
O=[N+]([O-])c1ccc(S(=O)(=O)N2CCSC2c2ccco2)cc1 (stereo not drawn),1%,11%,-1%,?,-16%,3%,-31%,6%,10%
CCCOc1ccc(CSc2nnc(CCC)n2N)cc1,-18%,-6%,0%,2%,6%,11%,4%,-1%,-2%
O=C(NC1CCCC1)N[C@@H]1C=C[C@@H](CC(=O)N2CCOCC2)O[C@@H]1CO,-3%,.,20%,21%,-20%,3%,-1%,24%,.
CCc1ccccc1NC(=O)CN(C)C(=O)CSc1nn(-c2ccc(F)cc2)c(=S)s1,11%,7%,-14%,2%,-5%,-6%,?,0%,8%
C[C@H](CO)N1C[C@H](C)[C@@H](CN(C)C(=O)Nc2ccccc2)Oc2ccc(NC(=O)C3CC3)cc2C1=O,-1%,5%,7%,7%,14%,0%,14%,6%,6%
CCN(C(=O)Cn1c(=O)oc2ccccc21)C1CCS(=O)(=O)C1 (stereo not drawn),0%,2%,17%,10%,8%,0%,15%,23%,-3%
CC1(C(=O)NCc2ccccc2)CSCC(=O)N1CC(F)(F)F (stereo not drawn),-6%,.,-1%,15%,-2%,-3%,-7%,3%,.
CCOc1ccc(N2CC(=O)N(c3ccc(OCC)cc3)CC2=O)cc1,2%,-6%,7%,1%,3%,-26%,1%,9%,0%
CCOc1ccc(CN(C)C(=O)c2ccc(NS(=O)(=O)c3ccc4[nH]c(=O)[nH]c4c3)cc2)cc1,9%,1%,3%,-4%,-2%,6%,45%[activator],2%,-4%
COc1ccc(N2CCN(C(=O)c3ccc(-n4nc(C)cc4C)cc3)CC2)cc1,-2%,1%,4%,8%,0%,16µM*,0%,2%,1%
O=C(NC(=S)NC1CCCc2ccccc21)c1ccc(F)cc1 (stereo not drawn),?,10%,?,?,?,?,?,-22%,7%
Cc1ccc(CCN2CC(C(=O)NCCCN3CCCCCC3)CC2=O)cc1 (stereo not drawn),2%,9%,-1%,-14%,2%,?,-5%,1%,0%
O=C(CCn1cnc2ccccc2c1=O)Nc1cccc(Cl)c1Cl,3%,1%,3%,18%,4%,-3%,-21%,2%,3%
O=C(O)c1cccc(-n2nnnc2SCc2ccccc2Cl)c1,9%,-3%,6%,0%,-13%,?,7%,11%,-7%
COc1ccc(C(=O)COC(=O)CN2C(=O)C3C4CCC(C4)C3C2=O)cc1 (stereo not drawn),6%,0%,1%,8%,-2%,4%,-9%,16%,-7%
N/C(=N\OC(=O)c1cc(Cl)ccc1Cl)c1ccncc1,12%,-1%,9%,?,11%,?,19%,24%,1%
COc1ccc(C(=O)NCCc2c[nH]c3ccccc23)cc1[N+](=O)[O-],1%,8%,-13%,5%,3%,-7%,-26%,-12%,-4%[9.22 µM]
C/C(CC(=O)NCc1ccccc1Cl)=N/NC(=O)c1ccccn1,0%,7%,21%,-5%,5%,?,12%,23%,0%
COc1ccc(-c2cc(-c3ccccc3O)[nH]n2)cc1,0%,-59%[inhibitor],?,?,-8%,-5%,?,?,0%
Cn1c(=O)n(C)c2cc(N3CCOCC3)c(NS(=O)(=O)c3ccc(Cl)cc3)cc21,7%,.,.,2%,3%,?,30%[activator],.,.
COc1ccccc1NC(=O)c1nnn(CC(=O)Nc2ccccc2)c1N,-4%,-5%,?,0%,-9%,?,5%,-2%,-26%
Cc1nc(SCC(=O)O)c2oc3ccccc3c2n1,-2%,-6%,-18%,-5%,8%,17%,2%,-3%,-2%
O=C(Nc1cccc(S(=O)(=O)N2CCOCC2)c1)c1ccc2ccccc2n1,-9%,1%,2%,-8%,2%,?,-17%,0%,?
O=C(NCC1CCCN1S(=O)(=O)c1cccs1)c1ccc([N+](=O)[O-])cc1 (stereo not drawn),-5%,17%,-9%,-15%,-9%,-6%,-16%,-18%,?
O=C(O)c1ccc2cc[nH]c2c1,4%,-5%,2%,20%,-4%,3%,-4%,12%,-1%
NC(=S)NN=Cc1ccc(-c2ccc(S(=O)(=O)Nc3ncccn3)cc2)o1,0%,-4%,1%,-4%,-1%,27%,-3%,2%,2%
CCCC(C)C(=O)NCc1ccccc1OC (stereo not drawn),9%,-1%,2%,29%,1%,-3%,3%,0%,-10%
CC(=O)c1cccc(NC(=O)CCNS(=O)(=O)c2cccc(C(C)=O)c2)c1,-8%,5%,-2%,-1%,-5%,5%,12%,-2%,?
O=C(c1ccc(N2CCC3(CC2)OCCO3)c([N+](=O)[O-])c1)N1CCOCC1,-2%,0%,12%,12%,4%[7.66 µM],-18%,11%[7.66 µM],?,-4%
Cn1ncc2c(Nc3ccccc3Cl)nc(Cl)nc21,4%,?,-14%,?,0%,-19%,141%[activator],-11%,-7%
O=C(Nc1cccn2ncnc12)C(Cl)Cl,-1%,-6%,7%,16%,-13%,?,11%,6%,-2%
Cc1cc(C)n2c(SCC(=O)Nc3ccccc3C#N)nnc2n1,14%,4%,1%,8%,-1%,0%,2%,-20%,-16%
CC(C)(C)NC(=O)C(c1c[nH]c2ccccc12)N(C(=O)Cn1nnc(-c2ccc(F)cc2)n1)c1cccc(O)c1 (stereo not drawn),?,-15%,?,-13%,?,-7%,?,-20%,0%
O=C(Cn1c(=S)[nH]c2ccccc21)c1ccccc1,-6%,1%,-8%,10%,48%[activator],?,-21%,-1%,-5%
COc1ccccc1N1CCN(/N=C/C(Cl)=C/c2ccccc2)CC1,-14%,17%,-12%,-3%[1.82 µM],-15%,?,?,-2%,-1%
Cc1cccc(NC(=S)NC(=O)/C=C/c2ccco2)c1,4.6µM*,?,?,-20%,?,5.2µM*,?,?,2.1µM*
CC(C)Cn1c(N)c(C(=O)COC(=O)c2cccn2C)c(=O)n(C)c1=O,?,0%,0%,13%,1%,-28%,-4%,1%,-1%
CN(Cc1cccc(F)c1)C(=O)c1cc(S(=O)(=O)N2CCOCC2)ccc1N1CCCC1,-4%,17%,-9%,9%,0%,-13%,8%,-4%,-14%
CC(Oc1ccc(C(=O)NCCc2ccccc2)cc1)C(=O)O (stereo not drawn),-2%,0%,29%,-7%,-4%,5%,-9%,7%,-1%
CC(C)c1ccc(NC(=O)Cn2c3ncccc3c(=O)n2-c2ccccc2)cc1,-1%,.,.,12%,2%,-4%,18%,.,.

# Some of the entries above in a different format.
Structure	KB-3-1 cytotox	GLP-1R agonist	HT1080 IDH1KD tx	TDP43 rescue	GLP1R cytotox	KB-V1 MDR tox	GLP-1R inv ag	HT1080-NT tox	SW480 rerep
O=[N+]([O-])c1ccc(S(=O)(=O)N2CCSC2c2ccco2)cc1 (stereo not drawn)	1%	11%	-1%	?	-16%	3%	-31%	6%	10%
CCCOc1ccc(CSc2nnc(CCC)n2N)cc1	-18%	-6%	0%	2%	6%	11%	4%	-1%	-2%
O=C(NC1CCCC1)N[C@@H]1C=C[C@@H](CC(=O)N2CCOCC2)O[C@@H]1CO	-3%	.	20%	21%	-20%	3%	-1%	24%	.
CCc1ccccc1NC(=O)CN(C)C(=O)CSc1nn(-c2ccc(F)cc2)c(=S)s1	11%	7%	-14%	2%	-5%	-6%	?	0%	8%
C[C@H](CO)N1C[C@H](C)[C@@H](CN(C)C(=O)Nc2ccccc2)Oc2ccc(NC(=O)C3CC3)cc2C1=O	-1%	5%	7%	7%	14%	0%	14%	6%	6%
CCN(C(=O)Cn1c(=O)oc2ccccc21)C1CCS(=O)(=O)C1 (stereo not drawn)	0%	2%	17%	10%	8%	0%	15%	23%	-3%
CC1(C(=O)NCc2ccccc2)CSCC(=O)N1CC(F)(F)F (stereo not drawn)	-6%	.	-1%	15%	-2%	-3%	-7%	3%	.
CCOc1ccc(N2CC(=O)N(c3ccc(OCC)cc3)CC2=O)cc1	2%	-6%	7%	1%	3%	-26%	1%	9%	0%
CCOc1ccc(CN(C)C(=O)c2ccc(NS(=O)(=O)c3ccc4[nH]c(=O)[nH]c4c3)cc2)cc1	9%	1%	3%	-4%	-2%	6%	45%[activator]	2%	-4%
COc1ccc(N2CCN(C(=O)c3ccc(-n4nc(C)cc4C)cc3)CC2)cc1	-2%	1%	4%	8%	0%	16µM*	0%	2%	1%
O=C(NC(=S)NC1CCCc2ccccc21)c1ccc(F)cc1 (stereo not drawn)	?	10%	?	?	?	?	?	-22%	7%

# More entries
SMILES,KB-3-1 cytotox,GLP-1R agonist,HT1080 IDH1KD tx,TDP43 rescue,GLP1R cytotox,KB-V1 MDR tox,GLP-1R inv ag,HT1080-NT tox,SW480 rerep
O=C1NN(c2cccc(Br)c2)C(=O)/C1=C\c1ccc(O)cc1,22%,-2%,-5%,-6%,?,-4%,10µM*,-5%,-1%
Cc1ccc(NC(=O)CCc2nnc3ccc(NCc4ccco4)nn23)cc1F,-18%,-4%,-5%,-2%,-9%,-2%,12%,1%,-8%
Cn1cc(C(=O)N/N=C/c2ccc3c(c2)OCO3)c2ccccc21,8.2µM*,32%,12µM*,-18%[1.82 µM],-22%,?,?,21µM*,?
C=CCNC(=O)c1onc(CSc2ccccc2C)c1C(=O)O,-22%,-5%,-22%,-17%,-51%,-4%,?,3%,-2%
COc1ccc(Nc2c3c(nc4c(-c5ccccc5)c(C)nn24)CCC3)cc1,-1%,-2%,10%,10%,81%[activator],-6%,-24%,16%,-6%
